Screening results: PubChem, several laboratories
TROY NFkB inh: inhibitors of TROY-driven NF-kB signaling, primary screen, Q293 LMP1-TROYcd cells, NF-kB luciferase, uHTS; actives 0.98% (n = 360,000); AID 1347056, 2019; Q293 LMP1-TROYcd NF-kB luciferase reporter, 4 h; inhibition, % at 10 µM;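 active = compounds whose plate-normalised and pattern-corrected inhibition of the luciferase reporter signal at the single screening dose is 50% or more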
HIF-2a inh: HIF-2a reporter inhibitors, primary screen, luminescence, 786-0 RCC cells; actives 0.72% (n = 360,000); inhibition, % at 18.8 µM; 786-0 RCC cells HIF-2a reporter, luciferase luminescence, overnight;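 active = inhibition of the luminescence signal of 40% or more relative to plate controls, in a single-dose primary screen at 18.75 µM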
CF NFkB inh: inhibitors of PAF-induced NF-kB signaling, primary screen, cell-based, GFP fluorescence, uHTS. KKLEB NF-kB-GFP reporter, GFP fluorescence overnight. inhibition, % at 5 µM. actives 0.86% (n = 360,000);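 active = at least 50% inhibition at 5 µM, scaled per plate between neutral and stimulator controls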;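 note: PAF is a Pseudomonas aeruginosa culture filtrate used as stimulus; plate controls were PAF-stimulated DMSO wells for no effect and unstimulated DMSO wells for full effect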
Shn3 inh set2: reduction of Shn3 3'UTR firefly luciferase signal, primary screen, Schnurri-3 inhibitor project, cell-based, Clone20 osteoblasts, set 2 | Clone20 osteoblast Shn3 3'UTR firefly luciferase, 24 h | actives 0.52% (n = 360,000) | inhibition, % at 12.5 µM;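 active = mean inhibition of at least 75% with every replicate also reaching 75%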;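 note: 0% = median of neutral control wells and 100% = pilot-screen positive control compound; some compounds past the cut are filed as inactive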
TWEAK Fn14 block: inhibitors of TWEAK-Fn14 signaling, primary screen, luciferase reporter cells, uHTS | TWEAK-stimulated Fn14 reporter cells, luciferase luminescence, 8 h | inhibition, % at 10 µM | actives 2% (n = 360,000); in the data active = inhibition above about 50%
TRPM1 prom inh: inhibitors of MITF-dependent TRPM1 promoter reporter, primary screen, cell-based, SK-MEL-5, single point, luciferase; SK-MEL-5 TRPM1 promoter luciferase, 24 h; inhibition, % at 12.5 µM; actives 0.83% (n = 330,000);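 active = mean inhibition across replicates of 60% or more, whatever share of single replicates reaches that level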; note: values of inactives mirror those of a sister screen read the other way
NR2E3 ag-1: NR2E3 agonists in two-hybrid cells, primary screen, cell-based, luminescence, CHO-S, Gal4-NCOR/VP16-NR2E3. AID 602229, 2012. Photoreceptor-specific nuclear receptor (Homo sapiens), Q9Y5X4. luciferase. inhibition of corepressor binding, % at 3.98 µM. actives 0.35% (n = 360,000);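 active = inhibition above the mean of all tested compounds plus 3 SD, cut at about 70% in these data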;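 note: 0% = DMSO with NR2E3 transfected cells and 100% = cells lacking NR2E3 construct; higher means lower luciferase signal from less NR2E3 corepressor binding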
Target sequence (Q9Y5X4 whole entry, looked up, the tested form may be a part): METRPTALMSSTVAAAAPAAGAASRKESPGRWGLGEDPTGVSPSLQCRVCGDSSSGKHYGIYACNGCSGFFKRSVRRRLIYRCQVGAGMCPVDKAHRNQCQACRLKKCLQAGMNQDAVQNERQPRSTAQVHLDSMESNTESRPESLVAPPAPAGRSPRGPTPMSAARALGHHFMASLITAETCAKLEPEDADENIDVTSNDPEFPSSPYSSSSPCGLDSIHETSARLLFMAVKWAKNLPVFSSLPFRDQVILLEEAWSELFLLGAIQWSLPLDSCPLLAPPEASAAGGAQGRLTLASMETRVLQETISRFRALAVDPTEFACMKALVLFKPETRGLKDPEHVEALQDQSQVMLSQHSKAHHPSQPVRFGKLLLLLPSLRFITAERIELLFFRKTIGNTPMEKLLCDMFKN
Peg3 prom inh: Peg3 promoter-driven luciferase inhibitors, primary screen, cell-based, HeLa, luciferase luminescence; HeLa PEG-Prom luciferase reporter, overnight; inhibition, % at 20 µM; actives 1.7% (n = 360,000);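 active = inhibition of at least 50% at 20 µM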
NR2E3 ag-2: inhibitors of NR2E3-RetCOR corepressor binding, primary screen, NR2E3 agonist project, biochemical, TR-FRET, GST-NR2E3, biotin-RetCOR; Photoreceptor-specific nuclear receptor (Homo sapiens), Q9Y5X4; actives 0.12% (n = 320,000); AID 2300, 2010; inhibition of corepressor binding, % at 4.78 µM; 1536-well;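 active = percent inhibition above the cutoff of mean plus 3 SD of all tested compounds, set per screening campaign, cut at about 20% in these data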;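 note: 0% = DMSO wells and 100% = biotin wells as full block of FRET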
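System: GST-tagged NR2E3 plus biotinylated RetCOR corepressor; Buffer or medium: pH 7.5 Tris-based buffer; Probe or stimulus: RetCOR corepressor, biotinylated, 7 nM; Doses: compound at 4.8 µM, single dose; Schedule: 5 h incubation at 4 °C; Technique: time-resolved FRET; Evaluation: percent inhibition of TR-FRET ratio; Replication: one well per compound, singlicate testing.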
TRAIL sens C8: viability loss with TRAIL in NB7+C8 cells, primary screen, TRAIL sensitizer project, cell-based, ATPlite luminescence. inhibition (viability loss, TRAIL sensitization), % at 10 µM. actives 1% (n = 360,000). AID 624354, 2012;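 active = compounds causing at least 50% loss of cell viability in the single-dose screen, relative to plate controls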
KKLEB cytotox: cytotoxicity in KKLEB CF airway cells, primary screen, cytotoxicity control for CF NF-kB inhibitor project, cell-based, uHTS, fluorescence assay plates; KKLEB CF airway cells viability, ATPlite luminescence, overnight; stronger effect = lower value; cells stimulated with P. aeruginosa culture filtrate; activity change (cytotoxicity), % at 5 µM; actives 0.36% (n = 360,000); AID 602141, 2011;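 active = corrected activity change at or below -50% at 5 µM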
* = called active by the depositor; nt = no result given.

SMILES | TROY NFkB inh | HIF-2a inh | CF NFkB inh | Shn3 inh set2 | TWEAK Fn14 block | TRPM1 prom inh | NR2E3 ag-1 | Peg3 prom inh | NR2E3 ag-2 | TRAIL sens C8 | KKLEB cytotox
CCCc1cc(=O)n2[nH]c(CCc3ccccc3)nc2n1 | -7 | 11 | 6 | -5 | -9 | 4 | -23 | 5 | 2 | 3 | -6
O=C(Nc1ccc(Br)cn1)c1cccc2c1-c1ccccc1C2=O | 3 | -2 | 21 | -3 | 2 | 7 | -9 | 18 | 4 | -61 | -17
O=C(OCc1cn([C@H]2CN(C(=O)C3CCCCC3)[C@@H](c3ccccc3)C[C@@H]2O)nn1)c1ccccc1 | -1 | 5 | 10 | -9 | -2 | nt | -26 | 1 | nt | -3 | -5
O=C(CSc1n[nH]c(-c2ccncc2)n1)Nc1ccc(F)cc1 | 10 | 10 | -4 | 12 | -8 | 7 | -5 | 11 | 3 | 21 | -16
CC(C)=CCN1CCC(n2nccc2NC(=O)c2ccccc2Cl)CC1 | 0 | 15 | -10 | 5 | -15 | 2 | -6 | 14 | -2 | 1 | -1
CCN(CCCNC(=O)C1CCN(S(=O)(=O)c2c(C)[nH]c(=O)[nH]c2=O)CC1)c1cccc(C)c1 | -14 | 6 | -5 | 8 | 13 | 1 | -40 | 1 | 0 | -6 | 4
CCc1c(C)nc2ncnn2c1NC1CCCc2ccccc21 (stereo not drawn) | 14 | 20 | -14 | 19 | 2 | 20 | 15 | 36 | 0 | -5 | -19
COc1ccc(NC(=O)[C@H](C)NC(=O)[C@@H]2Cc3ccccc3CN2C(=O)OC(C)(C)C)cc1 | 11 | 7 | 9 | -16 | 0 | -7 | -34 | 26 | 0 | 8 | -5
CN(CCOc1ccccc1Cl)Cc1ccccc1 | -38 | -32 | -5 | 8 | -6 | -7 | -9 | -36 | 2 | -5 | -2
COc1ccc(S(=O)(=O)CCc2nc3ccccc3s2)cc1 | -24 | -3 | -4 | -28 | 2 | 4 | 13 | 3 | 1 | -4 | 0
COc1ccc(/C=C2\N=C(C)OC2=O)cc1OC(C)=O | -19 | 15 | -28 | -12 | -1 | -1 | -16 | 9 | nt | -46 | 17
CS(=O)(=O)c1ccccc1C(=O)N1CCN(S(=O)(=O)c2ccc(C3CCCCC3)cc2)CC1 | 9 | -1 | 3 | 34 | -1 | 4 | 49 | 22 | nt | 4 | -3
CC1Cc2ccccc2N1C(=O)CSc1nnc2n1C(C)(C)Cc1ccccc1-2 (stereo not drawn) | -9 | -21 | -1 | 4 | 25 | 1 | -20 | -21 | 2 | -19 | 3
NC(=S)N/N=C/c1ccc(-c2cc(Cl)cc(Cl)c2)o1 | 9 | -4 | -63 | -11 | 5 | -3 | -21 | -12 | 4 | -7 | 6
O=C(C[C@@H]1C/C=C\C[C@H](NC(=O)OCC2c3ccccc3-c3ccccc32)C(=O)OC[C@@H]2CCCN2C1=O)N[C@@H](CO)Cc1ccccc1 | -11 | 10 | 0 | 11 | -24 | -1 | 19 | -14 | nt | -1 | 2
O=C(NCC1CC1)c1ccc2c3n(nc2c1)-c1ccc(Cl)cc1CO3 | -74 | -322 | -31 | 26 | -19 | -62 | -86 | -284 | -3 | 40 | 7
CC1CCCN(C(=S)Nc2ccc(S(=O)(=O)N3CCCCC3)cc2)C1 (stereo not drawn) | 5 | 11 | 16 | -6 | -1 | 3 | 12 | 8 | -5 | -4 | -5
O=C(CN1C(=O)c2ccccc2C1=O)c1ccccc1 | -8 | -24 | 13 | -15 | -1 | -20 | -18 | -18 | 4 | 1 | -4
COc1cc(S(=O)(=O)N2CCOCC2)ccc1NC(=O)CSc1n[nH]c(=O)[nH]c1=O | 11 | 7 | -14 | -8 | 8 | 2 | -5 | -4 | 0 | 1 | 10
CCc1ccccc1NC(=O)C1=CN2CCS(=O)(=O)N=C2C=C1 | -15 | 17 | -4 | -23 | -3 | 4 | -2 | -6 | nt | -6 | 3
Cc1ccc(N=c2ssnc2Cl)cc1 | 44 | -17 | -11 | 88* | 5 | 2 | -40 | -42 | -3 | -1 | 13
COc1cccc(C(C)NC(=O)Cc2cccs2)c1 (stereo not drawn) | 5 | -2 | 19 | 8 | -5 | 1 | 25 | 4 | 4 | 17 | 9
COc1ccc(S(=O)(=O)N2CCOCC2)cc1NC(=O)CSc1ncccn1 | -10 | 11 | 6 | 10 | -8 | -14 | -10 | 15 | nt | -5 | -22
CCOC(=O)c1[nH]c2ccc(Br)cc2c1NC(=O)CCN1CCCC(C)(C)C1 | 28 | 9 | -8 | 55 | 14 | 19 | 16 | 34 | -1 | -3 | -10
COc1ccc(NC(=O)Cn2nnc(C(N)=O)c2N)c(OC)c1 | 28 | 14 | 3 | 17 | 5 | 4 | 1 | -1 | 0 | 0 | -6
CNC(=O)c1sc(Nc2ccc(OCc3ccccc3)cc2)nc1C | -9 | -41 | -20 | 20 | 32 | 12 | 53 | -12 | 7 | 6 | -9
CN(C)[C@H]1N(C(=O)c2ccc(Br)cc2)N=C2c3ccccc3S(=O)(=O)N21 | -1 | 17 | -4 | 11 | 14 | 1 | 7 | 6 | -1 | 9 | 1
CCOC(=O)c1ccc2[nH]cc(C(C)=O)c(=O)c2c1 | -28 | 0 | -12 | -5 | 4 | 2 | -4 | -11 | 0 | -9 | 3
Cn1cc(CCC(=O)NCc2cccc(Cl)c2)c2ccccc21 | 2 | 8 | -10 | 5 | -8 | 4 | -4 | 23 | 2 | 11 | 13
C=C(C)C1CC=C(C)/C(=N\NC(=O)CNc2cccc3ccccc23)C1 (stereo not drawn) | 39 | 5 | 8 | -3 | 10 | 10 | -40 | -13 | 2 | 13 | -6
NC(=O)COc1ccccc1C(=O)NC12CC3CC(CC(C3)C1)C2 | 11 | 16 | 4 | 1 | 14 | 2 | 10 | 8 | 0 | -12 | -14
COc1ccccc1NC(=O)Nc1ccccc1C(N)=O | -6 | 12 | -7 | 0 | 0 | 10 | -1 | 10 | 6 | -5 | 7
CCc1ccc(C(=O)/C=C/c2cnn(C)c2C)s1 | 67* | -201 | -18 | -87 | 60* | -36 | -67 | -161 | -5 | 25 | 10
COC(=O)CCN1CCN(S(=O)(=O)c2ccc3c(c2)OCCO3)CC1 | 2 | 11 | 6 | 4 | -6 | 0 | -21 | 0 | -3 | -7 | 13
COc1ccc(CC(=O)Nc2ccc(S(=O)(=O)Nc3ncccn3)cc2)cc1OC | -11 | 2 | -9 | 4 | 27 | -5 | 10 | -3 | 3 | -5 | 6
COCCN1C(=O)c2ccccc2C(C(=O)Nc2ccc3c(c2)OCCO3)C1c1ccc(F)cc1 (stereo not drawn) | 14 | 25 | 9 | 19 | 12 | 3 | -3 | 11 | -2 | -4 | -5
COC(=O)c1ccccc1SCC(=O)Nc1ccc(N2CCOCC2)cc1 | 20 | -112 | -19 | -31 | -8 | -14 | -59 | -144 | 5 | 21 | -8
Cc1ccc(-c2nc3ccsc3c(=O)[nH]2)cc1 | -58 | -176 | -8 | -15 | 4 | -14 | -52 | -174 | 3 | 42 | 0
CCOC(=O)Cn1ccc2cc(S(=O)(=O)N3CCCC3)ccc21 | 8 | 20 | 16 | -28 | -5 | nt | -18 | 9 | nt | 4 | -3
O=C(COC(=O)Cc1ccc(Cl)cc1Cl)NC1CC1 | -24 | -4 | 0 | 68 | -3 | 1 | -13 | -1 | nt | -13 | 14
CC(C)C(c1nnnn1C1CCCC1)N1CCN(C(=O)c2ccco2)CC1 (stereo not drawn) | 12 | -1 | -11 | 3 | 9 | 0 | 9 | 5 | -2 | 10 | 1
O=C(NCC1CCCC(CNC(=O)Nc2ccc(Cl)cn2)C1)Nc1ccc(Cl)cn1 (stereo not drawn) | 29 | -19 | -2 | 26 | 27 | 3 | -18 | 4 | 2 | -6 | 6
CCOC(=O)C1CCN(C(=O)COC(=O)CNC(=O)c2ccc(OC)cc2)CC1 | 6 | 9 | -5 | -4 | -1 | -1 | -6 | -2 | 4 | 2 | 6
CCN(CC)S(=O)(=O)c1ccc(NC(=O)CCNC(=O)c2ccco2)cc1 | -1 | 19 | -5 | 0 | -7 | 1 | -2 | 6 | -2 | -10 | 5
C/C(=N\NC(=O)c1ccco1)c1ccc(NC(=O)C(F)(F)F)cc1 | -17 | -26 | -12 | -11 | -15 | -18 | -38 | -25 | nt | -10 | 5
CC(C)(C)C(=O)OCc1cn(-c2ccccc2)nn1 | -54 | -155 | -9 | -19 | 27 | -45 | -4 | -121 | 0 | 2 | -7
Cc1cccc(Nc2c([N+](=O)[O-])ccc3nonc23)c1 | -5 | 9 | 1 | -5 | -22 | 7 | 4 | 5 | -3 | -9 | 5
C/C(=N\O)C1(C)N(O)C(C)(C)C(c2ccc(Br)cc2)=[N+]1[O-] (stereo not drawn) | 3 | 26 | 8 | -15 | 4 | 3 | -6 | 11 | -1 | -13 | -3
C=CCC[C@H](Cc1ccc(F)cc1)C(=O)OC[C@@H](C)NC(=O)[C@@H](CC=C)CC(=O)N[C@@H](CO)Cc1ccccc1 | 5 | 8 | 10 | 7 | 20 | 2 | 4 | 13 | nt | -6 | 1
COc1ccc(C(=O)NNC(=O)CCC(=O)Nc2ccc(C)cc2C)cc1 | 3 | 4 | -17 | -1 | 12 | 7 | 15 | 18 | 3 | 2 | 8
O=C(CN1C(=O)NC2(CCCCCC2)C1=O)c1cccs1 | 1 | -15 | -11 | 1 | 13 | 0 | -25 | -4 | 4 | -8 | 6

Four of the entries above in order of the TWEAK Fn14 block value, highest first:
Molecule | HIF-2a inh | CF NFkB inh | Shn3 inh set2 | TWEAK Fn14 block | TRPM1 prom inh | NR2E3 ag-1 | Peg3 prom inh | NR2E3 ag-2
C=CCC[C@H](Cc1ccc(F)cc1)C(=O)OC[C@@H](C)NC(=O)[C@@H](CC=C)CC(=O)N[C@@H](CO)Cc1ccccc1 | 8 | 10 | 7 | 20 | 2 | 4 | 13 | nt
Cc1ccc(-c2nc3ccsc3c(=O)[nH]2)cc1 | -176 | -8 | -15 | 4 | -14 | -52 | -174 | 3
CCc1ccccc1NC(=O)C1=CN2CCS(=O)(=O)N=C2C=C1 | 17 | -4 | -23 | -3 | 4 | -2 | -6 | nt
C/C(=N\NC(=O)c1ccco1)c1ccc(NC(=O)C(F)(F)F)cc1 | -26 | -12 | -11 | -15 | -18 | -38 | -25 | nt

Only part of the results is shown (hit frequency here may not be typical).
